PfHsp90 yeast 2: inhibits growth of yeast expressing Plasmodium falciparum Hsp90 | inhibition, % at 9.4 µM | 310,000 compounds, 0.32% hits | S. cerevisiae expressing PfHsp90, BacTiter-Glo ATP, 48 h; yeast lacking PDR1 and PDR3 efflux regulators;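 active means every replicate shows inhibition above about 80%, whatever the replicate mean, limit read from the data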;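 further: 0% = DMSO neutral controls and 100% = 20 µM radicicol positive controls; yeast relying on Plasmodium falciparum Hsp90 in place of its own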
Mot1-301 SUMO: inhibitors of SUMOylation pathway: yeast Mot1-301 growth rescue | S. cerevisiae Mot1-301 growth rescue, ATP luminescence, 38.5C; percent above DMSO median, 100 means doubled | AID 2716 | growth rescue, % at 18.8 µM | 320,000 compounds, 1% hits;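 active means every valid replicate shows activation above 250% relative to neutral control wells; inactive means the rest, any valid replicate at or below 250%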;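 further: OY570 slx delta 5 strain wells were the positive control but not used for scaling; some compounds called inactive have numbers as strong as hits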
phage Ecoli inh: E. coli growth loss with phage present | growth absorbance | 360,000 compounds, 0.26% hits | AID 651602 | inhibition, % at 11.9 µM; in the data active means inhibition above about 11%
OPRM1-OPRD1 inv: inverse agonists of human mu-delta opioid receptor heterodimerization | cell-based MOR-DOR heterodimer luminescence, inverse agonism | inhibition, % at 9.3 µM | AID 504357 | 340,000 compounds, 0.21% hits; in the data active means inhibition above about 22%, passing the limit was not always enough;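 further: 0% = cells with DMSO and 100% = wells without cells with DMSO; values of inactives mirror those of a sister screen read the other way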
OPRM1-OPRD1 ag: OPRM1-OPRD1 heterodimerization agonism | 340,000 compounds, 0.3% hits | activation, % at 9.3 µM | AID 504326 | cells, luminescence; in the data active means activation above about 18%;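 further: 0% = vehicle-treated cells and 100% = reference agonist; values of inactives mirror those of a sister screen read the other way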
PKA-R2B act: activates the human PKA-R2B holoenzyme complex | 340,000 compounds, 0.079% hits | PKA-R2B holoenzyme dissociation, Cy5-IP20 fluorescence polarization; R2B truncated from residue 108, S112A mutant; 0% DMSO only, 100% 113 µM cGMP | activation, % at 11.4 µM;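 active means activation above a cutoff set at the mean over all compounds plus 3 SD, cut at about 18% in these data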;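 further: higher means more holoenzyme dissociation and a rise in polarization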
Target sequence (P31323 whole entry, looked up, other chains not shown, the tested form may be a part): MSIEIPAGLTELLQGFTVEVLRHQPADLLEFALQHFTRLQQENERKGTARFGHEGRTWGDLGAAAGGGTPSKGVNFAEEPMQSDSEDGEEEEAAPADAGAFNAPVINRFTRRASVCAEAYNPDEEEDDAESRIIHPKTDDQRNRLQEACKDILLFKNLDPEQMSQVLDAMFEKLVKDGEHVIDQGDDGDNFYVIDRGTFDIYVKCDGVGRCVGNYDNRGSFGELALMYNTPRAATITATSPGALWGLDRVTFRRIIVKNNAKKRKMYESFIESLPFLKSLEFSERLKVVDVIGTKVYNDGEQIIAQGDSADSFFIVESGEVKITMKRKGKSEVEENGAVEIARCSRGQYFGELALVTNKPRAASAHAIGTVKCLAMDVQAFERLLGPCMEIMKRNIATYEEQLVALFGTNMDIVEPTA
Tat transport: E. coli Tat transport inhibition | E. coli MC4100 TorA-mCherry Tat export, fluorescence | inhibition, % at 10 µM | 340,000 compounds, 0.036% hits | AID 488895;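 active means mean replicate inhibition at least 50% and at least half of replicates individually reaching 50%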;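 further: exported cargo escapes ClpAP degradation while cytoplasmic cargo is degraded and loses fluorescence; 0% = median of neutral control wells and 100% = median of NaSCN control wells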
HTR5A inv ctr: counter-screen for OPRM1-OPRD1 inverse agonists: human HTR5A inverse agonism; AID 504634; inhibition, % at 9.3 µM; HTR5A cell line, luminescence; 340,000 compounds, 0.083% hits; in the data active means inhibition mostly above about 23%, no sharp cut-off; inactive means mostly below about 18%;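 further: 0% = cells with DMSO and 100% = no-cell wells with DMSO; some compounds called inactive have numbers as strong as hits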
Target sequence (P47898 whole entry, looked up): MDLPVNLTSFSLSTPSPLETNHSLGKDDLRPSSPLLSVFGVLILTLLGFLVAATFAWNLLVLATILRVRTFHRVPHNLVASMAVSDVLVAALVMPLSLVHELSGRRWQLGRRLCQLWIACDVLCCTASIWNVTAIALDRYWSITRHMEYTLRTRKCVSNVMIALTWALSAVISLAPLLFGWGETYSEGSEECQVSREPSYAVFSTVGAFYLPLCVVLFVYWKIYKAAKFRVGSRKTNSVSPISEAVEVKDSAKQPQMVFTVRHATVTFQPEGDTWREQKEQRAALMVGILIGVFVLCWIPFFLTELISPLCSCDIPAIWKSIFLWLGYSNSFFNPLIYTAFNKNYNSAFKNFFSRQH
PKA-R1A act: activates the PKA-R1A holoenzyme complex. 340,000 compounds, 0.083% hits. AID 504707. activation, % at 11.4 µM. PKA-R1A dissociation, Cy5-IP20 fluorescence polarization; scaled: DMSO 0%, 113 µM cGMP 100%;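 active means percent activation above the mean of all tested compounds plus 3 SD, cut at about 19% in these data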;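 further: higher means more PKAc released from R1A so a rise in polarization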
AddAB inh: less growth of phage-infected E. coli with AddAB; E. coli expressing H. pylori AddAB, absorbance growth; 330,000 compounds, 0.29% hits; AID 435030; inhibition, % at 11.9 µM; in the data active means inhibition above about 12%;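 further: 0% = vehicle wells of infected cells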
Ecoli viability: reduces bacterial viability in AddAB counter-screen | AID 449728 | inhibition, % at 11.9 µM | E. coli V3065 growth, OD600 absorbance, 18 h | 330,000 compounds, 0.27% hits;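 active means inhibition above the campaign's mean inhibition across all tested compounds plus 3 SD, cut at about 9.9% in these data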;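 further: uninfected addAB+ strain grown without phage in ampicillin broth; 0% = DMSO wells and 100% = ciprofloxacin 0.95 µg/ml wells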
Numbers without * were called inactive; x = not tested or not shown.

SMILES	PfHsp90 yeast 2	Mot1-301 SUMO	phage Ecoli inh	OPRM1-OPRD1 inv	OPRM1-OPRD1 ag	PKA-R2B act	Tat transport	HTR5A inv ctr	PKA-R1A act	AddAB inh	Ecoli viability
COc1ccc(-c2noc(CN(C)C(=O)Nc3ccccc3)n2)cc1	0	4	1.9	5	-0.8	-11	-10	-17	-11	4.3	-3.3
O=C(O)/C=C/C(=O)Nc1ccccc1SC(F)(F)F	12	-12	4.3	8	-1.5	-5	-2	-2	-5	2.2	1.0
COc1ccc(/C=C/C(=O)NCCCN2CCCC2)cc1	9	4	-1.0	1	-0.2	4	7	-14	4	0.3	-0.2
CCCC(=O)Nc1ccc(-c2cn3cccnc3n2)cc1	0	-26	2.5	10	-1.7	-3	-4	2	2	1.2	0.0
Cc1cc(=O)oc(C)c1C(=O)NCCCN1C(C)CCCC1C (stereo not given)	-9	1	2.4	14	-2.6	-1	-6	12	-5	-3.7	-3.9
Cc1nnc(SCC(=O)NC(=O)NC(C)(C)C)n1N	0	41	2.5	14	-2.4	-13	-5	-30	-6	0.0	-0.3
C[C@H](NC(=O)c1ccccc1F)C(=O)N1CCC2(CC1)NCCc1[nH]cnc12	5	1	-0.2	1	-0.2	-10	14	-4	-1	1.7	-1.9
Cc1cccc(NC(=O)/C(C#N)=C/c2ccccc2O)n1	4	x	1.1	8	-1.4	-10	5	-7	-6	x	x
C=CCNC(=O)c1ccccc1NC(=O)c1ccc(Cl)c(S(=O)(=O)Nc2cc(C)ccc2C)c1	0	1	0.4	-13	2.0	4	-5	-22	-1	-1.6	-0.4
O=C(COc1cccc(C(F)(F)F)c1)NCCCN1CCCC1=O	12	0	-0.9	6	-1.2	-5	-7	-41	6	0.1	-2.0
Cc1cc(Br)cc(C)c1OCC(=O)NNC(=O)c1cccs1	5	10	2.3	1	-0.2	9	-1	3	-5	-3.8	-0.2
COc1ccc(C(=O)Nc2ccccc2)cc1NC(=O)c1cccs1	3	22	4.0	19	-3.5	3	8	-15	-16	x	x
C=CCSc1nc2c(c(C3CC=CCC3)c1C#N)CCC2 (stereo not given)	-2	-3	2.4	-10	1.7	-9	0	6	-4	0.5	-3.9
CCCCn1c(/N=C/c2ccc3c(c2)OCO3)nc2ccccc21	-22	577*	4.7	5	-1.0	1	-3	8	-8	3.7	3.4
c1ccc(-c2nnc3sc(CN4CCc5ccccc54)cn23)cc1	9	-6	2.0	6	-1.0	4	0	2	-7	0.7	-1.4
O=C(c1ccc(-c2ccccc2)c(F)c1)C1CCCN(CCCn2cccn2)C1 (stereo not given)	30	201	99*	-27	5.1	5	-4	34	-8	3.4	1.0
CCCCCN(C(=O)CCC(=O)OCCOc1ccc(OC)cc1)c1c(N)n(CCCC)c(=O)[nH]c1=O	-36	4	x	12	-1.9	2	12	-26	-12	0.3	0.1
Cc1cc(N=Nc2ccc(Cl)cc2)cc(CN2CCCC2)c1O	-4	68	2.9	-13	2.6	4	0	-20	-4	6.9	-1.7
CCN(CC(=O)Nc1cc(Cl)ccc1C)C(=O)C1CC(=O)N(Cc2ccccc2)C1 (stereo not given)	9	24	3.7	2	-0.4	-19	-5	6	-11	1.2	0.6
O=C(NCC1COc2ccccc2O1)c1ccc(F)c(S(=O)(=O)N2CCOCC2)c1 (stereo not given)	11	x	1.6	8	-1.7	-9	4	15	-15	x	x
CCOc1ccc2[nH]c(=O)c(C(c3nnnn3CC3CCCO3)N3CCc4ccccc4C3)cc2c1 (stereo not given)	1	-24	0.0	3	-0.7	-2	2	-7	-8	4.2	-0.2
CCOC(=O)c1ccc(NC(=O)C23CCC(C)(C(=O)O2)C3(C)C)cc1 (stereo not given)	-5	2	3.3	11	-2.2	1	-7	0	-4	0.5	-0.3
COc1ccc(C(=O)c2c3ccc(C(F)(F)F)cc3[n+]([O-])n2CCCC(N)=O)cc1	13	369	1.8	-28	5.0	5	1	8	-2	0.2	1.9
CCOc1ccc(N(CC(=O)NCc2ccc(F)cc2)C(=O)c2ccco2)cc1	9	-6	0.1	7	-1.3	2	15	-10	-8	3.6	1.1
CCCCN(CC)C(=O)Cn1nc(Cc2ccncc2)c2ccccc2c1=O	38	109	0.6	3	-0.6	-10	9	11	-7	1.3	-2.8
Cc1ccc(S(=O)(=O)n2ccc(-c3ccc(OCc4c(F)cccc4Cl)cc3)n2)cc1	x	-2	2.3	-12	2.0	-1	-4	7	-1	1.6	-0.3
CSc1nnc(-c2sc3cc(C(F)(F)F)cnc3c2-c2cccnc2)n1C	x	-4	2.1	2	-0.3	3	-4	0	-2	3.4	0.3
NC(=O)c1ccc(NC(=O)CN2CCN(S(=O)(=O)c3ccc4c(c3)OCCO4)CC2)cc1	13	-6	-0.1	17	-4.4	7	-6	2	-3	2.2	1.1
CCC1Oc2ccccc2N(CC(=O)NC2CCCCC2C)C1=O (stereo not given)	-9	-19	0.9	3	-0.6	-15	3	-18	-7	2.5	3.3
Cc1nc2cc(Nc3nnc(-c4ccccc4)c4ccccc34)ccc2n1C	3	-19	6.1	-6	0.9	8	-1	-13	1	7.0	5.4

Exported with two lines to a compound: 3 of the compounds above
Order of values – PfHsp90 yeast 2 | Mot1-301 SUMO | phage Ecoli inh | OPRM1-OPRD1 inv | OPRM1-OPRD1 ag | PKA-R2B act | Tat transport | HTR5A inv ctr | PKA-R1A act | AddAB inh | Ecoli viability
C[C@H](NC(=O)c1ccccc1F)C(=O)N1CCC2(CC1)NCCc1[nH]cnc12
  5 | 1 | -0.2 | 1 | -0.2 | -10 | 14 | -4 | -1 | 1.7 | -1.9
Cc1nnc(SCC(=O)NC(=O)NC(C)(C)C)n1N
  0 | 41 | 2.5 | 14 | -2.4 | -13 | -5 | -30 | -6 | 0.0 | -0.3
Cc1ccc(S(=O)(=O)n2ccc(-c3ccc(OCc4c(F)cccc4Cl)cc3)n2)cc1
  x | -2 | 2.3 | -12 | 2.0 | -1 | -4 | 7 | -1 | 1.6 | -0.3

Further records
SMILES	PfHsp90 yeast 2	Mot1-301 SUMO	phage Ecoli inh	OPRM1-OPRD1 inv	OPRM1-OPRD1 ag	PKA-R2B act	Tat transport	HTR5A inv ctr	PKA-R1A act	AddAB inh	Ecoli viability
Cc1ccc(-c2noc(/C=C/c3ccccc3)n2)cc1	-2	26	1.2	0	0.1	-13	-2	-7	-5	0.1	-1.2
CCc1ccc2oc(-c3ccc(OC)cc3)cc(=Nc3c(C)n(C)n(-c4ccccc4)c3=O)c2c1	-29	3	1.1	-43	8.5	-1	1	-31	-16	2.5	0.9
O=C(NCCOc1ccccc1F)c1cc([N+](=O)[O-])ccc1N1CCOCC1	-1	14	2.4	6	-1.1	-4	2	0	-2	1.3	1.7
CN1CCCN(C(=O)CNC(=O)c2ccc(Cl)cc2Cl)CC1	-6	8	-0.1	19	-3.6	6	-3	0	-1	-1.1	-0.9
CCOC(=O)C1CCN(C(=O)CN2C(=O)c3cccnc3Oc3ccccc32)CC1	31	98	1.1	18	-3.5	-8	-2	7	6	1.5	0.5
Cc1c(Cl)cccc1-c1ccc(/C=N/n2cnnc2)o1	-24	2	1.5	-11	1.9	9	2	-12	-3	-3.5	2.1
Cc1ccc(S(=O)(=O)N2c3ccccc3-c3c(ssc3=S)C2(C)C)cc1	28	29	3.1	-15	2.7	-2	-3	10	-1	1.6	0.2
CC1CCN(C2(O)C(=O)Nc3ccc(Br)cc32)CC1 (stereo not given)	x	-9	3.6	18	-3.7	-1	-6	10	-4	-2.5	-0.4
Cc1cc(NC(=O)c2ccccc2)ncc1NC(=O)c1ccco1	13	x	4.7	-2	0.3	-2	-6	-48	8	0.3	0.6
CCOc1cc(N2CCOCC2)c(OCC)cc1NC(=O)c1[nH]c(C)c(C(C)=O)c1C	21	20	-1.1	18	-4.4	1	-2	-3	8	1.6	-0.5

Quoted from the listing.
`CCCCn1c(/N=C/c2ccc3c(c2)OCO3)nc2ccccc21` in Tat transport shows -3
`Cc1ccc(-c2noc(/C=C/c3ccccc3)n2)cc1` in HTR5A inv ctr shows -7
`O=C(NCC1COc2ccccc2O1)c1ccc(F)c(S(=O)(=O)N2CCOCC2)c1` (stereo not given) in PKA-R1A act shows -15
`Cc1cccc(NC(=O)/C(C#N)=C/c2ccccc2O)n1` in phage Ecoli inh shows 1.1
`Cc1cc(Br)cc(C)c1OCC(=O)NNC(=O)c1cccs1` in OPRM1-OPRD1 ag shows -0.2
`Cc1ccc(S(=O)(=O)N2c3ccccc3-c3c(ssc3=S)C2(C)C)cc1` in PKA-R1A act shows -1
`CCCCN(CC)C(=O)Cn1nc(Cc2ccncc2)c2ccccc2c1=O` in Tat transport shows 9

(next part)
SMILES	PfHsp90 yeast 2	Mot1-301 SUMO	phage Ecoli inh	OPRM1-OPRD1 inv	OPRM1-OPRD1 ag	PKA-R2B act	Tat transport	HTR5A inv ctr	PKA-R1A act	AddAB inh	Ecoli viability
CC(=O)Nc1cc(C(=O)N2CCN(C)CC2)ccc1Sc1ccc(C)cc1	5	2	3.5	18	-3.3	1	10	-9	1	-0.1	-0.2
COc1ccc(CC(=O)NCC2CCCN(Cc3cccc(C(F)(F)F)c3)C2)cc1 (stereo not given)	-1	13	-0.3	5	-0.9	11	6	4	-10	2.8	-0.3
Cc1ccc(NC(=O)c2ccc3c(=O)n4c(nc3c2)CCC4)cc1S(=O)(=O)N(C)C	x	x	3.2	-1	0.1	-6	9	1	-12	x	x
O=C(CCS(=O)(=O)c1ccccc1)NC1CCCCC1	-10	-3	0.1	9	-1.7	-5	-1	4	-7	-1.2	0.5
O=C(Nc1ccc(Cl)cc1[N+](=O)[O-])c1ccc2c(c1)OCCO2	10	46	1.3	-3	0.5	3	2	-19	6	-2.7	-1.2
COc1ccccc1NS(=O)(=O)c1cccc(C(=O)N/N=C/c2c(C)nn(-c3ccccc3)c2N2CCCC2)c1	-1	-4	3.8	3	-0.6	3	-5	-6	-5	2.7	1.0
O=C(Nc1ccc(C(=O)N2CCOCC2)cc1)c1cccc(Br)c1	30	-5	0.4	11	-2.2	-6	4	11	4	5.1	-0.3
CN1/C(=C\C(=S)NC(=O)c2cccc(Br)c2)C(C)(C)c2ccccc21	-5	-4	1.1	15	-2.6	4	12	22	-5	0.7	-3.3
COc1ccc(N2CC(C(=O)Nc3ccncc3)CC2=O)cc1 (stereo not given)	22	7	-0.1	4	-0.6	-2	-5	14	-5	3.1	-2.3
COc1ccc(-c2nc3nc(SC)nn3cc2C)cc1F	8	-6	2.8	8	-1.7	-7	5	4	-6	-0.9	-1.5
COc1ccc(-c2cc3onc(-c4c(Cl)cccc4Cl)c3c(=O)n2C)cc1	-27	17	1.2	-1	0.1	-1	9	3	-6	-1.0	-0.9
O=C(NCc1ccc2c(c1)OCO2)C1CC(c2cccc(Br)c2)=NO1 (stereo not given)	-6	290	3.0	3	-0.6	-6	7	-18	-4	2.2	-2.6
CC(C)=CCC1=C(OCC(=O)O)C(=O)c2ccccc2C1=O	-9	0	0.2	-24	4.1	1	-5	0	4	0.7	-0.3

Source: PubChem
